Screening data as filed in PubChem BioAssay.
PAX8 reporter: inhibitors of PAX8 transcriptional activity in RMG-I cells; RMG-I TPO-luciferase reporter, SteadyGlo, 24 h; inhibition, % at 12.6 µM; hit rate 1.2% among 360,000; AID 652154;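 active means mean replicate inhibition at least 60% with every replicate also reaching 60%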;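 further: luciferase light reporting Pax8 driven TPO promoter activity; plate controls were median of neutral control wells for no effect and mitoxantrone controls for full effect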
PGC1a acetyl inh: modulators of PGC1a acetylation; U2OS PGC1a acetylation, AlphaScreen anti-acetyl-lysine; with virally co-expressed GCN5 acetyltransferase; inhibition, % at 15.6 µM; hit rate 0.17% among 350,000;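 active means every replicate shows inhibition of at least 40%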;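 further: 0% = neutral control wells and 100% = positive control wells; some results beyond the cut were filed as inactive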
S100A4 MyoIIA: S100A4-myosin IIA interaction inhibition; S100A4/TAMRA-MyoIIA peptide fluorescence polarization; inhibition, % at 10.7 µM; hit rate 0.14% among 360,000; AID 652163;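 active means mean inhibition of at least 70% across replicates, with every replicate also reaching that level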
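Material: S100A4 monomer (human). Medium: Calcium-containing HEPES buffer, pH 7.2. Probe or stimulus: labelled myosin peptide probe, 5 nM. Compound dosing: one concentration per compound. Timing: polarization read 5 min after assay mix addition, stable 5–60 min. Benchmarks: DMSO as neutral control, TFP as positive control.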
PglD inh: PglD (C. jejuni) enzyme inhibition. purified PglD enzyme, DTNB colorimetric CoA detection. hit rate 0.098% among 360,000. AID 602405. inhibition, % at 12.5 µM; in the data active means inhibition above about 16%, passing the limit was not always enough; further: strong numbers were not always called active
FN deposit inh: fibronectin deposition inhibition; AH1F fibroblasts, Alexa488-fibronectin deposition fluorescence, overnight; inhibition, % at 12.6 µM; hit rate 0.086% among 350,000;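 active means mean inhibition across replicates of 30% or more, regardless of how many single replicates reach that level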;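 further: positive control wells lacked labelled fibronectin entirely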
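Schedule: 1 h cell adhesion before compound, then overnight fibronectin incubation; test system: AH1F fibroblast monolayer depositing Alexa488-labelled fibronectin into matrix; quantity: 10000 AH1F cells per well; probe or stimulus: fluorescent fibronectin at 24 nM final; signal: fluorescence, ex 485 nm, em 525 nm; evaluation: percent inhibition as loss of matrix-bound fibronectin fluorescence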
ERAP1 HTS inh: blocks human ERAP1 aminopeptidase activity; Q9NZ08; recombinant ERAP1, Leu-AMC fluorescence, 60 min; inhibition, % at 10.7 µM; hit rate 0.15% among 340,000; AID 652197;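 active means mean replicate inhibition of at least 30%, or all replicates individually reaching that 30% level; inactive means mean below 30% and not every replicate reaching it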;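 further: 0% = neutral control wells and 100% = L-leucinethiol positive control wells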
Target sequence (Q9NZ08 whole entry, looked up): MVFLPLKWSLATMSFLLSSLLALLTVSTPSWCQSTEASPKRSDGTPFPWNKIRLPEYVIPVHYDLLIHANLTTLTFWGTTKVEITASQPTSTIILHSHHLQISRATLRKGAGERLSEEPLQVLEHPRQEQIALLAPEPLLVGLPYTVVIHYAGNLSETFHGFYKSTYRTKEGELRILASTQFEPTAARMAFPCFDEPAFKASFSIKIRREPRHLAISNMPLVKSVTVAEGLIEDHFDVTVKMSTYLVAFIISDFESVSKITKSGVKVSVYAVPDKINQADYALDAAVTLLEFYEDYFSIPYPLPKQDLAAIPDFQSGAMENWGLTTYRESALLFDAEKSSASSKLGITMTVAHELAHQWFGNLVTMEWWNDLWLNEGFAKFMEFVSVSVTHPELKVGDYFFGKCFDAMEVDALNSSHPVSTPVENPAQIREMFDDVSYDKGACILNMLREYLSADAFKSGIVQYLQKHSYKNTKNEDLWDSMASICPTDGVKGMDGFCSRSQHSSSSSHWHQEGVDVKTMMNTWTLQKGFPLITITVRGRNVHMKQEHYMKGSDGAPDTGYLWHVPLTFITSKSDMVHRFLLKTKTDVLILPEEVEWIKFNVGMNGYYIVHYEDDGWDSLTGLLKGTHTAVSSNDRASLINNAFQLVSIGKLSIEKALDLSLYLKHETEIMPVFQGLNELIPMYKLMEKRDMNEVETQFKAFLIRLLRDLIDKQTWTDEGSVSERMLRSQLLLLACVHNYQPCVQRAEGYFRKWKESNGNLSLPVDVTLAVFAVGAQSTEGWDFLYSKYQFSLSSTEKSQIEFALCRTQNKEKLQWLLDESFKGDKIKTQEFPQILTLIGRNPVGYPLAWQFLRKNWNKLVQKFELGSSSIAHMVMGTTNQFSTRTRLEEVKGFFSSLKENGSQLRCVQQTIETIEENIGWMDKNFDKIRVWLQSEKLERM
LGR2 inh: inhibitors of bursicon-induced Drosophila LGR2 receptor cAMP signaling; HEK293 LGR2, CRE-luciferase, bursicon-stimulated, 4 h; inhibition, % at 9.99 µM; hit rate 0.35% among 380,000;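 active means drop in luminescence signal, shown as inhibition above about 50% in the replicate tests, limit read from the data, passing the limit was not always enough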;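 further: agonist challenge used bursicon conditioned medium at about half maximal strength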
EWS-Fli inh: EWS/Fli transcriptional activity inhibition. A673 NR0B1-luciferase reporter, viability-normalised. inhibition, % at 12.6 µM. hit rate 0.67% among 350,000. AID 651661;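 active means mean inhibition of at least 50% after viability correction, with every replicate also passing that limit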;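 further: firefly luciferase signal divided by Alamar Blue viability fluorescence both relative to DMSO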
* = called active by the depositor; . = not tested or not shown; & = joins results of further samples.

SMILES	PAX8 reporter	PGC1a acetyl inh	S100A4 MyoIIA	PglD inh	FN deposit inh	ERAP1 HTS inh	LGR2 inh	EWS-Fli inh
CCCn1c(O)c(N=NC(=O)c2cccnc2)c2cc(Br)ccc21	-4	-18	-1	9	-6	1	3	22
CCOc1cc(-c2noc(CCCC(N)=O)n2)cc(Br)c1OC	-4	3	.	-3	0	.	.	.
Cc1cccc(COc2ccc(/C=N/NC(=O)c3nnn(-c4nonc4N)c3CN3CCCCC3)cc2)c1	-63	-1	1	-4	16	0	-79	.
O=C1NC[C@H](CCCCN2C[C@H](Cc3ccccc3)N(CCC3CCCCC3)C(=O)C2=O)N(Cc2ccccc2)C1=O	13	.	-2	.	-5	.	6	14
CC1CC(C)CN(C(=O)C2CCCN(c3ncnc4c3nc3n4CCCCC3)C2)C1 (stereo unspecified)	16	-20	-5	7	-3	3	12	10
C[C@@H]1CCCCO[C@@H](CN(C)C(=O)c2ccccc2)[C@@H](C)CN([C@H](C)CO)C(=O)c2cc(N(C)C)ccc2O1	-5&-10&-3	-9&4&8	15&11&12	-6&2&-11	3	-1&-1&-1	14&-7	1&-5
Cc1cc2sc3nc(=O)n(-c4ccccc4)c(=O)n3c2cc1C	-126	-12	-9	.	0	.	-39	-139
CO[C@@H]1CN(C)C(=O)c2cc(NC(=O)Nc3cc(F)ccc3F)ccc2OC[C@@H](C)N(C(=O)c2ccccn2)C[C@@H]1C	8	-10	-8	-2	-14	0	-12	-11
COc1cccc(-c2csc3nnc(SCC(=O)c4ccc(NC(C)=O)cc4)n23)c1	.	-3	-2	0	.	-5	.	-36
COc1ccc(Cc2nnc(SCC(=O)Nc3ccc(C)c(Cl)c3)[nH]c2=O)cc1	-12	2	-6	10	1	3	21	2
Cc1cc(OCc2n[nH]c(=S)n2-c2ccccc2)ccc1Cl	20	10	0	9	-5	-4	-12	-12
O=C(Nc1ccc(Br)cc1)Nn1cnnc1	-22	.	-2	2	9	-2	-7	.
COc1cc(OC)cc(C(=O)NC(=S)NCc2ccco2)c1	.	.	-1	.	.	-2	12	4
C[C@H]1CN([C@@H](C)CO)C(=O)Cc2cc(NC(=O)Cc3ccccc3)ccc2O[C@H]1CN(C)Cc1ccc(Oc2ccccc2)cc1	31	-1	2	1	.	4	-6	8
O=C1[C@@H]2C(Cc3ccc(O)cc3)NC3(C(=O)Nc4ccc(F)cc43)[C@@H]2C(=O)N1c1ccccc1 (stereo partly specified)	-6	1	.	-279	3	.	.	.
CC(C)(C)c1ccc(C(=O)NCC(=O)OCC(=O)N2CCCC2)cc1	1	3	1	1	1	1	-7	0
COC(=O)c1ccsc1NC(=O)C1COc2ccccc2O1 (stereo unspecified)	-1	1	7	3	8	5	-6	-12
Cc1cc(C)nc(N/N=C/c2ccccc2OCc2cccc(Br)c2)n1	40	-6	6	-11	1	0	19	-9
COc1ccc(CN(CC2CCCO2)C(=O)c2cc3sccc3n2C)c(OC)c1 (stereo unspecified)	6	.	-6	.	1	0	5	5
Cc1ccc(Cn2cc(SCC(=O)Nc3nccs3)c3ccccc32)cc1	-73	.	3	-4	1	1	-19	-51
Cc1ccc(S(=O)(=O)N2CCN(C(=O)c3ccc4nc[nH]c4c3)CC2)cc1	0	.	-1	-4	11	1	1	-1
COc1cc(OC)cc(-c2oc(=O)c3cc(OC)c(OC)cc3c2C#CCCCO)c1	5	-3	-12	-3	-4	3	28	-3
CO[C@H]1CN(C)C(=O)c2cc(NC(C)=O)ccc2OC[C@@H](C)N(Cc2cc(F)ccc2F)C[C@H]1C	19	-1	-16	0	2	1	4	-3
COc1ccccc1CNC(=O)C1CCC(CNS(=O)(=O)c2ccc(F)cc2)CC1 (stereo unspecified)	1	6	3	-6	-6	-2	-9	2
CCOc1ccc(C(=O)OCC(=O)N(Cc2ccccc2)Cc2ccccc2)cc1OC	6	0	-3	-1	5	1	12	5
CC1CN(C(=O)CSc2nc(N)cc(N)n2)CC(C)O1 (stereo unspecified)	-4	-5	2	1	-9	4	-5	1
O=C(CN(C(=O)c1csnn1)c1ccc(Cl)cc1)NC1CCCC1	0	.	3	-2	-4	0	-11	-7
COCC#Cc1ccc2c(c1)O[C@@H](CN(C)Cc1ccccc1F)[C@@H](C)CN([C@H](C)CO)S2(=O)=O	.	-21	3	1	.	-1	2	2
C[C@@H]1CN([C@H](C)CO)C(=O)c2c(c3ccccc3n2C)-c2ccccc2CO[C@@H]1CN(C)C(=O)Nc1ccccc1	.	-31	-5	6	3	-2	0	11
CCOC(=O)CCc1c(C(=O)OCC)[nH]c(CC)c1C(=O)OCc1ccccc1	19	.	1	10	-3	1	11	-1
COc1ccc(NC(=O)c2ccc(NC(=O)CN3CCN(c4ccccc4OC)CC3)cc2)cc1	4	-10	2	0	-2	2	3	1
O=C1CN(C(=O)c2ccccc2Br)C(c2ccc(F)cc2)c2cc(F)ccc2N1 (stereo unspecified)	-5	1	-7	-8	-9	2	1	11
CSc1ccc(CNC(=O)C2CCC(=O)N(CCc3cccc(F)c3)C2)cc1 (stereo unspecified)	-18	-4	-7	3	12	-2	5	.
O=C(Nc1cc(F)ccc1F)N1CCCCN2[C@H](CO)[C@@H](c3ccc(-c4cccnc4)cc3)[C@H]2C1	-15	-1	5	-1	.	3	-5	4
CCc1ccc(S(=O)(=O)NCC(O)COc2ccc(OC)cc2)cc1 (stereo unspecified)	18	-10	-3	-6	-3	-2	20	28
CSc1cccc(NC(=S)N(Cc2ccccc2)Cc2ccccn2)c1	2	-11	2	.	.	1	29	-6
CCn1c(-c2csc3c2CCC(C)C3)n[nH]c1=S (stereo unspecified)	58	.	-2	.	-2	-1	6	-1
CCOc1ccc(NC(=O)NCc2cccn2C)cc1	-36	-3	-6	-4	3	1	2	-27
Cc1noc(C)c1S(=O)(=O)Nc1cccc2c1O[C@@H](CN(C)S(=O)(=O)c1ccc(F)cc1)[C@@H](C)CN([C@@H](C)CO)C2=O	-7	-3	-23	-4	.	2	11	-2
CCCC#Cc1ccc2c(c1)O[C@@H](CN(C)C(=O)c1cccnc1)[C@@H](C)CN([C@@H](C)CO)S2(=O)=O	.	-2	2	2	-5	-3	2	1
CCN(C[C@H]1N[C@@](CC)(C(=O)OC)[C@H]2C(=O)N(Cc3ccccc3)C(=O)[C@@H]12)S(=O)(=O)c1ccccc1	-9	-10	-4	0	-5	-1	7	6
O=C(CSc1nnc(NC(=O)C2CC(=O)N(c3ccc(F)cc3)C2)s1)NC1CCCC1 (stereo unspecified)	-4	-1	-8	-4	-1	5	9	-3
CC1Sc2ccc(S(=O)(=O)CCC(=O)N3CCN(c4ccccc4)CC3)cc2NC1=O (stereo unspecified)	9	-8	-4	0	0	3	9	6
CC(=O)Nc1ccc(C(=O)NNC(=O)c2ccccc2-n2cccc2)cc1	6	9	2	-2	0	2	6	2
CCOC(=O)c1cc(NC(=O)c2cccnc2)ccn1	8	.	-6	.	4	2	6	-4
Nc1nc2c(ncn2[C@@H]2O[C@H](C(=O)N[C@H](Cc3ccccc3)C(=O)NCc3ccc4c(c3)OCO4)[C@@H](O)[C@H]2O)c(=O)[nH]1	-16	.	-11	.	-11	-1	6	5
C[C@@H]1CN([C@@H](C)CO)C(=O)Cc2cc(NC(=O)Nc3ccc4c(c3)OCO4)ccc2O[C@@H]1CN(C)C(=O)Nc1cccc2ccccc12	5	-12	1	-3	-4	1	10	-11
COc1cc(N2CCCC2)c(OC)cc1C=O	-1	.	-1	.	.	6	8	2
O=S(=O)(Cc1ccccc1)N1CCc2ccccc2C1	.	-7	.	4	6	.	-8	.
CO[C@@H]1CN(C)C(=O)c2cc(NS(C)(=O)=O)ccc2OC[C@@H](C)N(Cc2nccs2)C[C@@H]1C	10	-2	3	-3	-18	1	9	-2
Cc1cc(C)c(S(=O)(=O)NC2CC2)c(C)c1	37	.	2	8	-4	-1	14	-17
c1csc(-c2nnc(NC3CCCCC3)c3ccccc23)c1	15	.	0	-1	3	0	.	15
